Rab2 wt GTP = changes GTP binding to wildtype dog Rab2A, up or down | 190,000 tested, 0.19% active | AID 760 | P61105 | GTP binding activity, % at 10 µM | GST-Rab2 wt beads, Bodipy-GTP binding, flow cytometry;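 active means GTP binding activity at least 20 points away from 100%, either lowered or raised; inconclusive means signal likely due to the compound's own green fluorescence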;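 further: 0% = beads with excess unlabeled GTP and 100% = no-compound control corrected for plate trend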
Rac1 act GTP bind = human Rac1 activated mutant GTP binding change; P63000; GST-Rac1 activated beads, fluorescent GTP binding, flow cytometry; actives lie on both sides; 100% means binding = to untreated wells; percent activity (GTP binding), % at 10 µM; 190,000 tested, 0.11% active; AID 764;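 active means GTP binding at least 20 percentage points away from the 100% baseline, in either direction, so actives lie on both sides; inconclusive means Compound likely fluorescent itself, or too few beads counted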
Bim-Mcl-1 = human Bim-Mcl-1 interaction inhibition. Q07820. Bead-based flow cytometry, Bim peptide-Mcl-1 binding. inhibition, % at 10 µM. 190,000 tested, 0.1% active. AID 1009; in the data active means inhibition above about 40%;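 further: 0% = no compound tracer wells and 100% = peptide blocker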
Target sequence (Q07820 whole entry, looked up): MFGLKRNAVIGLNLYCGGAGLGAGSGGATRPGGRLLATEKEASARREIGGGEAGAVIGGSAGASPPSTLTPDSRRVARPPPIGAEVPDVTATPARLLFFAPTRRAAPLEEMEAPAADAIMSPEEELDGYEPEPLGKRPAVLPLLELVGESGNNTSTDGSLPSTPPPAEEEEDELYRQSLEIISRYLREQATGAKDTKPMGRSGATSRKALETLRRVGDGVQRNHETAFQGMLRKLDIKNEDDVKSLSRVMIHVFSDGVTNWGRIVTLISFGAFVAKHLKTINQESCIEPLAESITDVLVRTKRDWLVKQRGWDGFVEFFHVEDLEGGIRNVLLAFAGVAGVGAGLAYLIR
Rac1 wt GTP bind = alters GTP binding to wildtype human Rac1; 190,000 tested, 0.27% active; GTP binding activity (% of control), % at 10 µM; AID 757; GST-Rac1 beads, fluorescent GTP binding, flow cytometry; actives lie on both sides; 0 = cold GTP competed, 100 = untreated;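 active means GTP binding activity at least 20 points away from the 100% control level, either lower or higher; inconclusive means compound flagged as likely green fluorescent, judged across all proteins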
Pf gametocyte = inhibitors of late stage P. falciparum gametocyte viability | P. falciparum stage V gametocytes, ATP luminescence, 24 h | inhibition, % at 10.9 µM | 150,000 tested, 0.065% active;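 active means inhibition above the mean plus 3 SD of compounds within the control limits, set per campaign, cut at about 38% in these data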;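 further: 0% = DMSO wells and 100% = medium only without gametocytes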
Avidin bead fluor = compound fluoresces at 488/530 nm on avidin beads | fluorescence (KMESF) at 10 µM | AID 1775 | compound fluorescence 488/530 nm, flow cytometry; hits give high values | 220,000 tested, 0.38% active; in the data active means fluorescence above about 47; further: inactives centre near 10
Mcl1 Noxa PPI = disrupts binding of human Mcl-1 to Noxa peptide. 220,000 tested, 1.5% active. TR-FRET Mcl-1/Noxa peptide binding, 2 h. inhibition, % at 21.7 µM. Q07820;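 active means compounds that cut the protein-peptide binding signal by more than 50% relative to plate controls in a single-dose test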;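 further: His-tagged Mcl-1 with rhodamine Noxa BH3 peptide and terbium anti-His antibody; 0% = Mcl-1 plus Noxa peptide wells and 100% = peptide-only wells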
Rab7 wt GTP bind = dog Rab7 wildtype GTP binding, inhibitors and activators; 190,000 tested, 0.055% active; GTP binding activity (percent of control), % at 10 µM; GST-Rab7 beads, fluorescent GTP binding, flow cytometry; actives lie on both sides; untreated = 100%, excess cold GTP = 0%;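 active means fluorescent GTP binding to Rab7 beads changed by at least 20 points from the 100% baseline, either direction, mostly lower; inconclusive means compound itself probably fluorescent, or too few beads counted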;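 further: median green fluorescence of bound Bodipy-FL-GTP per Rab7 bead population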
HRas wt GTP bind = modulators of GTP binding to human HRas wildtype; P01112; GST-Ras wt beads, Bodipy-FL-GTP binding, flow cytometry; actives lie on both sides; GTP binding activity, % at 10 µM; 190,000 tested, 0.14% active; AID 759;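 active means GTP binding activity at least 20% away from the 100% baseline, either lowered as inhibitor or raised as activator; inconclusive means flagged as likely green fluorescent, judged across all proteins in the well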;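 further: 0% = unlabeled GTP competition control and 100% = no-compound control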
Target sequence (P01112 whole entry, looked up): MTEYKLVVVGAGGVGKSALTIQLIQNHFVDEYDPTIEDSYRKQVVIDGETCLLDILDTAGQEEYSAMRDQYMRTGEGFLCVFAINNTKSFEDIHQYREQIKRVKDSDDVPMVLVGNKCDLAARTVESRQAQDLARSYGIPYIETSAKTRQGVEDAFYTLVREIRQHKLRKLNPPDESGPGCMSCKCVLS
Mcl1 Bid PPI = disrupts binding of human Mcl-1 to Bid peptide | Q07820 | TR-FRET Mcl-1/Bid-Dy647 peptide binding, 1536-well | 220,000 tested, 0.97% active | inhibition, % at 21.7 µM;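 active means compounds that cut the binding signal by more than half at the single screening dose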;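 further: His-tagged Mcl-1 with europium anti-His antibody binding Bid BH3 peptide; 0% = Mcl-1 plus peptide wells and 100% = peptide-only wells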
Cdc42 wt = changes GTP binding to wildtype human Cdc42; percent activity (GTP binding), % at 10 µM; GST-Cdc42 beads, Bodipy-GTP binding, flow cytometry; actives lie on both sides; P60953; 190,000 tested, 0.2% active;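 active means percent activity GTP binding at least 20 points away from the 100% baseline, either down as inhibitor or up as activator; inconclusive means compound flagged as likely green fluorescent from well-wide comparison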;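 further: median bead fluorescence of bound Bodipy-FL-GTP at 100 nM; 0% = excess unlabeled GTP control and 100% = no compound control; below 100% means less GTP binding so inhibitor and above means activator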
Target sequence (P60953 whole entry, looked up): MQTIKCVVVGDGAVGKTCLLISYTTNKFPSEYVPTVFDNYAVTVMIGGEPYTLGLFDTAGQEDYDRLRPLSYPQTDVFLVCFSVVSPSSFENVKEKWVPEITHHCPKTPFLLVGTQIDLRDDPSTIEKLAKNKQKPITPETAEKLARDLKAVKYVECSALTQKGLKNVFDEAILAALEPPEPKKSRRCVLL
* marks the source's active call; other numbers are inactive results; ? = inconclusive; / = not tested or not shown. Random draw from the library; 2.7% or so of the library scored in one or more.

SMILES	Rab2 wt GTP	Rac1 act GTP bind	Bim-Mcl-1	Rac1 wt GTP bind	Pf gametocyte	Avidin bead fluor	Mcl1 Noxa PPI	Rab7 wt GTP bind	HRas wt GTP bind	Mcl1 Bid PPI	Cdc42 wt
CCN(CC)S(=O)(=O)c1ccc(OCC(=O)NC2CCS(=O)(=O)C2)c([N+](=O)[O-])c1 (centres undefined)	97	95	-1	98	-14	8	24	105	98	-6	93
O=C(Cc1ccc(Cl)cc1Cl)Nc1ccc(OC(F)F)c(Cl)c1	97	97	-6	101	/	14	1	98	100	-8	99
Cc1nnc(NC(=O)CSc2ccc(-c3ccccn3)nn2)s1	97	95	2	95	/	12	-8	102	94	-34	95
Cc1csc(NC(=O)CSc2nnc(NC(=O)COc3ccccc3)s2)n1	100	100	-3	103	11	9	15	102	101	-14	104
O=C(NCc1cccnc1)C1CC(=O)N(CCc2ccccc2)C1 (centres undefined)	100	99	-1	108	/	8	11	101	102	-4	101
O=C(N/N=C\c1ccccn1)c1ccccc1O	100	95	-8	100	/	15	-16	107	97	-58	100
O=C1CCCN1CCCNC(=S)Nc1cccc2ccccc12	97	99	0	99	-6	9	1	107	99	-36	96
CCCCCc1cc(O)c2c(C)cc(=O)oc2c1	102	99	0	101	3	6	18	95	99	9	102
CS(=O)(=O)N1CCC(C(=O)N2CCN(c3cccc(Cl)c3)CC2)CC1	94	93	3	94	9	9	5	94	94	-10	91
Cc1ccccc1-n1c(-c2ccc(Cl)cc2)cnc1SCC(=O)NC1CCS(=O)(=O)C1 (centres undefined)	97	98	-8	101	10	1	16	90	97	-7	98
Cc1nnc(NC(=O)CSc2ccc(-c3cccnc3)nn2)s1	96	99	-2	101	-13	25	1	93	95	-14	97
Cc1ccnc(NS(=O)(=O)c2ccc(NC(=O)C3CCCO3)cc2)n1 (centres undefined)	101	98	-9	97	/	14	1	102	100	9	96
CCc1nc(NCC2CCCO2)c(C#N)c2c1COC(C)(C)C2 (centres undefined)	101	99	-3	101	1	35	17	98	100	-6	98
CCCn1c2c(c(O)c(C(=O)Nc3nc(C)cs3)c1=O)CCCC2	102	98	-2	107	/	11	9	102	102	-16	101
C1CCc2c(nnc3c2-c2nonc2CC3)C1	93	94	-1	98	-24	5	10	97	96	-14	91
COC(=O)/C(=N\Nc1ccccc1)Sc1nnc(-c2ccc(OC)cc2)n1C	99	99	-2	103	/	13	2	101	102	-61	99
N#CCc1c(C#N)c(N)nc(N2CCN(Cc3ccc4c(c3)OCO4)CC2)c1C#N	97	99	-4	102	-11	7	28	97	100	8	102
CCCCCN(C(=O)NC(=O)Nc1nncs1)S(C)(=O)=O	102	99	-4	104	/	12	-11	100	100	-13	100
ClCc1ncc(-c2ccc(Cl)cc2)o1	99	94	-1	97	2	11	-11	104	97	-8	98
CCN(CC)CCNC(=O)c1ccc2c(=O)n(C3CCCC3)c(=S)[nH]c2c1	97	98	-6	103	-24	23	32	98	97	-27	103
Cc1cccc(-c2noc(-c3ccc(Cl)cc3[N+](=O)[O-])n2)c1	96	96	-3	104	-8	11	6	95	98	-4	97
CCCC(C)C(=O)Nc1nnc(C)s1 (centres undefined)	102	100	-2	104	/	14	3	96	100	-5	105
COc1ccc(C)cc1NC(=O)C(OC(=O)CNC(=O)c1ccc(Oc2ccccc2)cc1)c1ccccc1 (centres undefined)	98	98	-2	100	7	11	10	97	98	-2	99
COc1ccc(-c2cc(C(=O)Nc3ccccc3)on2)cc1	91	89	4	86	18	12	-6	92	90	-2	90
CCN(CC)CCNC(=O)C1CCN(S(=O)(=O)N2CCCCC2)CC1	100	101	0	105	/	7	-10	101	102	-22	101
COc1ccc(-c2csc(NCc3ccco3)n2)cc1	96	96	-3	95	/	12	14	93	95	-46	94
O=C(Nc1ccccc1C(=O)NCc1ccccc1)c1ccccc1	97	98	0	99	/	8	15	98	98	-5	97
CCCCC(=O)N(CCOC)c1nnc(-c2ccc(OC)cc2)s1	103	101	0	107	/	3	0	101	102	-32	104
Cc1cc(-c2ccccc2)nc2c(Br)c(=O)[nH]n12	90	89	-6	94	10	10	12	93	93	-17	91
O=C(Nc1cccc(S(=O)(=O)N2CCCCC2)c1)c1ccc2ccccc2n1	96	99	-4	99	-10	12	-2	101	98	-4	99
CCOc1ccc(NC(=O)N(CCN(C)C)C(C)c2ccncc2)cc1 (centres undefined)	101	100	-2	101	/	7	2	96	99	-18	100
CS(=O)(=O)c1ccc2nc(NC(NC(=O)c3ccco3)(C(F)(F)F)C(F)(F)F)sc2c1	102	101	0	108	-8	33	6	102	101	6	105
COc1ccccc1OCCC(=O)OCC(=O)NC(=O)NC(C)(C)C	103	101	-8	110	/	6	8	107	106	-36	105
O=C(NCc1ccc(F)cc1)c1cccc2c1C(=O)N(Cc1cccnc1)C2	95	95	-3	89	-4	11	16	95	98	-7	98
Cc1c(NC(=S)N/N=C/C=C/c2ccc([N+](=O)[O-])cc2)c(=O)n(-c2ccccc2)n1C	98	99	-8	106	-6	11	43	100	99	-15	102
COc1ccc(-c2nnnn2C)cc1S(=O)(=O)NCCc1ccccc1	99	98	-7	105	15	7	10	98	100	0	102
CCCOc1nc(N)c(C#N)c(-c2ccccc2F)c1C#N	103	104	-1	108	19	10	23	104	104	4	103
Cc1[nH]c2ccccc2c1CCO	96	94	0	96	/	13	-2	94	97	-19	96
C=CCOc1ccc(CNc2nccs2)cc1OCC	98	101	2	106	/	23	15	99	101	-20	102
CC1(C)CC(OC(=O)c2ccccc2)CC(C)(C)N1	101	99	17	105	/	18	-8	97	102	-26	103
C/C(=N/NC(=O)CNC(=O)COc1ccccc1)c1ccco1	103	102	-3	104	-2	5	3	101	102	-16	102
COc1ccc(-c2nc(C)ncc2-c2csc(C)n2)c(O)c1	?	?	0	?	/	7	-22	?	?	-36	?
CC1CCc2c(sc(NC(=O)CSc3nc4c(c(C(F)(F)F)n3)CCc3ccccc3-4)c2C(N)=O)C1 (centres undefined)	86	86	-7	89	/	8	-14	91	90	-5	90
COc1ccc(CNC(=O)c2cnc(C)cn2)c(OC)c1	102	96	-1	98	-20	9	-2	100	98	-11	97
COc1ccc(C(=O)Nc2cc(C)on2)cc1[N+](=O)[O-]	101	96	0	101	-5	14	3	105	101	-9	98
O=C(NCc1ccc2c(c1)OCO2)c1cnc2ccccn2c1=O	100	99	-1	101	/	11	7	101	100	-20	100
CCOC(=O)C(C)Sc1nc(-c2cccs2)ccc1C#N (centres undefined)	100	99	-9	103	/	34	1	103	101	6	101
O=S(=O)(NC1c2cccc3cccc(c23)C1N1CCN(CCO)CC1)c1ccccc1 (centres undefined)	102	99	0	105	/	15	-8	107	104	-36	107
CCNC(=O)COC(=O)c1cc(=O)[nH]c2ccccc12	100	101	1	103	17	32	16	103	102	13	101
O=C(c1nc2ccc(Cl)cn2c1CNCC[C@@H]1C[C@@H]2C=C[C@H]1C2)N1CCCCCCC1	95	96	1	96	/	6	6	93	92	-42	94
CCOC(=O)N1CCC(Nc2cc(C)nc3c(-c4ccccc4OC)c(C)nn23)CC1	99	100	0	103	/	7	9	99	101	-16	101
COc1ccc(C2=NN(C(=O)CSc3ncccn3)C(c3ccc(OC)cc3)C2)cc1 (centres undefined)	101	99	-5	100	-31	14	-34	96	101	-5	100
O=C(CCN1C(=O)c2ccccc2C1=O)Nc1cccc(F)c1	105	100	-3	106	1	18	5	101	103	-11	104
CCOC(=O)CSC1=C(C#N)C(c2ccccc2OCC)C(C(=O)OCC)C(=O)N1 (centres undefined)	96	99	-2	107	/	3	5	93	99	-7	99
Cc1cc(C)c2nc3nc(C)c(C)cc3c(N)c2c1	95	95	10	91	-13	11	43	98	94	-8	94
Cc1ccc(Oc2ccc(-c3nnc(-c4ccccc4)o3)cc2[N+](=O)[O-])cc1C	97	99	-10	102	/	15	3	96	99	-3	98
C=C(C)Cn1c(COc2ccccc2)nnc1SCC(=O)O	108	102	0	111	/	22	3	106	104	-12	108
COc1ccc(/C=C2\CN(Cc3ccccc3)C/C(=C\c3ccc(OC)cc3)C2=O)cc1	98	97	-2	100	-6	15	5	100	98	-17	98
CCSc1ccccc1C(=O)NCCCn1ccnc1	98	96	-4	100	/	4	15	98	97	-5	98
Cc1ccccc1Nc1ncccc1C(=O)N1CCOCC1	103	102	0	105	2	6	-7	104	103	-39	97
(list continues)
SMILES	Rab2 wt GTP	Rac1 act GTP bind	Bim-Mcl-1	Rac1 wt GTP bind	Pf gametocyte	Avidin bead fluor	Mcl1 Noxa PPI	Rab7 wt GTP bind	HRas wt GTP bind	Mcl1 Bid PPI	Cdc42 wt
Cc1ccc(C2=N/C(=C\c3c(C)nn(-c4ccccc4)c3N3CCCC3)C(=O)O2)cc1	95	97	0	104	-1	10	17	99	97	-5	99
O=C(NCCNC(=O)C(c1ccccc1)c1ccccc1)c1ccco1	98	96	3	98	/	7	5	99	99	-25	98
N#CC1=C(N)SC(N)=C(C#N)C1c1ccc(C(F)(F)F)cc1	99	98	-3	101	/	16	8	98	98	-23	100
CCOC(=O)NC(=O)COC(=O)c1cccc2ccccc12	98	94	-2	99	3	11	3	98	101	-28	95
CCO[C@H]1OC(C(=O)N2CCN(C)CC2)=C[C@@H](C(C)(C)C)[C@@H]1CCCO	98	100	0	102	/	6	-5	104	99	-5	100
COc1ccc(N2CCN(C(=O)CCS(=O)(=O)c3cccc4nsnc34)CC2)cc1	102	100	-9	102	/	7	10	99	100	-38	102
CN(CCCCCCCCC(=O)/C=N/O)Cc1ccccc1	102	101	-1	105	26	16	11	104	107	-26	108
Cc1cccc(OCCCC(=O)Nc2ccc(Br)cc2)c1	97	94	-5	105	/	11	11	101	101	9	98
Cc1ccc(OCCNC(=O)c2cc(C(=O)NCCOc3ccc(C)cc3)cc([N+](=O)[O-])c2)cc1	101	101	-1	104	-14	4	28	101	101	4	103
Cn1c(=O)c2c(nc(Cl)n2Cc2ccncc2)n(C)c1=O	101	102	-3	109	/	22	30	101	102	-18	104
COc1ccccc1OCc1ccc(C(=O)N2CCN3CCCC3C2)cc1 (centres undefined)	98	95	-2	96	/	7	10	97	97	-11	98

Copied from the results shown, 2 compounds:
SMILES	Rab2 wt GTP	Rac1 act GTP bind	Bim-Mcl-1	Rac1 wt GTP bind	Pf gametocyte	Avidin bead fluor	Mcl1 Noxa PPI	Rab7 wt GTP bind	HRas wt GTP bind	Mcl1 Bid PPI	Cdc42 wt
Cc1ccc(C2=N/C(=C\c3c(C)nn(-c4ccccc4)c3N3CCCC3)C(=O)O2)cc1	95	97	0	104	-1	10	17	99	97	-5	99
O=C(NCCNC(=O)C(c1ccccc1)c1ccccc1)c1ccco1	98	96	3	98	/	7	5	99	99	-25	98

Screening data (PubChem BioAssay)
